# HepG2 tox: kills HepG2 cells in TGF-b inhibitor counter-screen | hit rate 0.76% among 410,000 | Potency, µM (titrated, usually from 46.1 µM), for the others: at the top dose activity change, negative = cytotoxicity, actives largely listed as cytotoxic | HepG2 CAGA-GFP viability, ATP luminescence, 18 h; note: potency is the fitted concentration of half-maximal effect; some results filed as inactive show a strong effect at the top dose
#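 CellTiter-Glo luminescence gave cytotoxicity after 18 hours at 37 degrees C. The cells were HepG2 CAGA-GFP in 1% FBS DMEM, stimulated with 500 pg/mL TGF-beta after compound addition. %Activity was normalised to no-cell wells (complete cell-killing) and DMSO (no toxicity), and curves were fitted and classified.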
# ATXN2 expr inh: ATXN2 expression inhibition; HEK-293 ATXN2-luciferase reporter, luminescence, 24 h; Potency, µM (doses to about 57 µM), for inactives: top-dose activity change, negative = inhibition, actives largely listed as inhibitors; hit rate 0.72% among 360,000; AID 1745845; note: potency is the fitted concentration of half-maximal effect; % is set by controls: 0 for no effect and ±100 for the full control effect; nearly all actives have a fitted effect of over 55% in size
#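 ATXN2-luciferase reporter cells (luciferase flanked by upstream and downstream ATXN2 gene portions) were treated 24 h at 37 °C with compounds at up to 57 uM. SteadyGlo luminescence gave expression; GF-AFC fluorescence gave viability.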
# KB-3-1 cytotox: KB-3-1 parental cell cytotoxicity | Potency, µM (top dose mostly 46.1 µM), without a hit: at the highest dose activity change, negative = cytotoxic, hits mostly cytotoxic | KB-3-1 viability, CellTiter-Glo ATP luminescence, 72 h | AID 1347075 | hit rate 1.4% among 400,000; note: potency is the fitted concentration of half-maximal effect; % is set by controls: 0 for no effect and ±100 for the full control effect; nearly all actives have a fitted effect of over 60% in size
#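 Screening of KB-3-1 cells (DMEM, 10% FBS, phenol-red free) ran from lowest to highest compound concentration; after 72 h at 37 °C viability was read luminescently and curves fitted.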
# SW480 rerep: induces DNA re-replication in SW480 colon adenocarcinoma cells; SW480 DNA re-replication, Hoechst DNA content imaging, 48 h; Potency, µM (highest dose often 46.1 µM), for the others: at the highest dose re-replication activation, hits mostly activators; hit rate 1.8% among 340,000; AID 624297; note: potency is the fitted concentration of half-maximal effect; % of control where 0% means no effect; nearly all actives have a fitted effect of over 55% in size
#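 250 cells/well; 23 nL cpd via pin tool; 48 hr, 37 C, 5% CO2; Hoechst 40 min; imager read of total nuclear intensity, ex 405/em 500-530 nm.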
# MCF10A rerep: induces DNA re-replication in MCF 10a normal breast cells | MCF 10A DNA re-replication, Hoechst nuclear intensity, 48 h | Potency, µM (top dose mostly 46.1 µM), for the others: at the top dose activity, positive = re-replication, usual class: activators | hit rate 2.9% among 350,000 | AID 624296; note: potency is the fitted concentration of half-maximal effect; % of control where 0% means no effect; nearly all actives have a fitted effect of over 50% in size
# IL1B secr inh: blocks inflammasome-driven IL-1 beta release | THP-1 LPS/ATP IL-1B secretion, AlphaLISA, 16 h; active compounds read low | activity change, % at 57.5 µM | hit rate 4.7% among 360,000; in the data active = activity change below about -50%; inconclusive = mostly about -30% to -49%; note: % is set by controls: 0 for no effect and ±100 for the full control effect
#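 THP-1 cells pretreated 1 hr with compounds (up to 57.5 uM final), then stimulated with LPS (250 ng/mL final) plus ATP (1.25 mM final); secreted IL-1B measured by AlphaLISA after 16 hr, decreased signal indicating inhibition.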
# HT1080-NT tox: kills 2HG-producing HT-1080-NT fibrosarcoma cells | HT-1080-NT fibrosarcoma viability, CellTiter-Glo ATP luminescence, 48 h | Potency, µM (doses to about 46.1 µM), inactives show at the top dose activity, negative = less viability, usual class: cytotoxic | hit rate 1.6% among 360,000;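 note: NT is the 2HG producing partner of a matched IDH1 knockdown line; potency is the fitted concentration of half-maximal effect; 0% = DMSO-treated cells and -100% = media-only wells without cells; nearly all actives have a fitted effect of over 55% in size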
#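 HT-1080-NT; 750 cells/well; 5% FBS RPMI; 48 h compound, 37 degrees C; CellTiter-Glo luminescence; curve fitting and curve-class assignment.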
# HT1080 IDH1KD tx: HT-1080 IDH1 knockdown cell toxicity (counter line); Potency, µM (series often up to 46.1 µM), inactives show top-dose activity, negative = toxicity, actives largely listed as cytotoxic; hit rate 2% among 360,000; HT-1080 IDH1 knockdown viability, ATP luminescence, 48 h;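 note: potency is the fitted concentration of half-maximal effect; 0% = DMSO wells and -100% = cell-free medium wells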
#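 Using the IDH1-knockdown HT-1080 line run in the same batch and compound series as the NT line, viability after 48 h at 37 °C was determined by CellTiter-Glo luminescence and expressed as % activity.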
# ATXN viability: reduces viability in counter-screen for ATXN expression inhibitors; S2 cells (HEK-293 line with an ATXN2-luciferase reporter) viability, CellTiter-Fluor protease fluorescence, 24 h; Potency, µM (highest dose often 56.7 µM), usual class: cytotoxic; hit rate 0.49% among 400,000; AID 651635; note: potency is the fitted concentration of half-maximal effect; nearly all actives have a fitted effect of over 40% in size
# * = called active by the depositor; i = inactive; u = inconclusive; x = no result given; & = joins results of further samples; [ ] = remark or other dose. Unless noted, calls come from the whole dose curve; as a rule, active = well fitted curve in the direction sought with a large enough effect; inconclusive = small, poorly fitted or top-dose-only effect, or another doubt; inactive = no such curve, though single readings can be large; an effect the other way counts as inactive or inconclusive. The order is random, and some 8.9% of all compounds hit somewhere here.
# Every second line gives: KB-3-1 cytotox	MCF10A rerep	HT1080 IDH1KD tx	HepG2 tox	HT1080-NT tox	ATXN viability	SW480 rerep	ATXN2 expr inh	IL1B secr inh
1	COc1ccc(-c2cc3nc(-c4ccccc4)cc(N4CCN(C(=O)c5ccoc5)CC4)n3n2)cc1
  u	x	-13%	-17%	-13%	i	x	-34%	-23
2	Cc1ccc(C)c(S(=O)(=O)N/N=C/c2cccnc2)c1
  28%	3%	13%	3%	6%	i	1%	-15%	23
3	Cc1ccc(NC(=O)Cn2c(=O)n(CCCCCC(=O)NCc3ccc(F)cc3)c(=O)c3sccc32)cc1C
  1%	x	x	-26%	x	i	x	-5%	x
4	COc1ccc(C(=O)Nc2ccc(-c3n[nH]c(=S)o3)cc2)cc1
  15%	-4%	11%	-16%	0%	i	-24%	4%	0
5	CC(C)C(=O)OCc1cc(=O)n2nc(C3CC3)sc2n1
  6%	x	x	-8%	x	i	x	15%	x
6	CCOC(=O)CCC(=O)O[C@H]1[C@H](O[C@@H]2[C@@H](C)[C@H](O[C@H]3C[C@@](C)(OC)[C@@H](O)[C@H](C)O3)[C@@H](C)C(=O)O[C@H](CC)[C@@](C)(O)[C@H](O)[C@@H](C)C(=O)[C@H](C)C[C@@]2(C)O)O[C@H](C)C[C@@H]1N(C)C
  0%	3%&-11%	12%	3%	-23%	i	u	3%	-9
7	COc1ccc(CCNC(=O)c2ccc(-c3ccc([N+](=O)[O-])cc3)o2)cc1OC
  -27%	u	-24%	-31%	-20%	i	0%	-14%	u
8	Cc1cc(C)cc(NC(=O)CSc2nnc(-c3ccncc3)o2)c1
  9%	-9%	9%	6%	4%	i	-126%[inhibitor]	10%	2
9	O=C(CCNC(=O)c1ccc(Cl)cc1)Nc1ccc(Cl)cc1F
  13%	5%	-1%	-11%	15%	i	u	-14%	0
10	COc1ccccc1NC(=S)NCc1ccc(S(N)(=O)=O)cc1
  -1%	-8%	5%	1%	23%	i	4%	-13%	-6
11	Cc1ccc(C)c(-n2nnnc2Sc2nnnn2-c2ccccc2)c1
  u	5.8µM*	16µM*	-35%	u	u	9.2µM*	u	-109*
12	O=C(O)c1ccccc1N(Cc1ccccc1)C(=O)COc1ccccc1
  -1%	11%	6%	7%	12%	x	-12%	x	12
13	CSc1ccccc1NC(=O)CSCc1ccc(C)cc1
  0%	u	u	22%	-22%	u	u	-16%	0
14	CCOC(=O)Cn1c2ccccc2c2nc3ccccc3nc21
  0%	0%	2%	4%	-12%	i	-10%	4%	21
15	Cc1ccc(C2=NN(CCC#N)C(=O)CO2)cc1
  -2%	10%	17%	-3%	23%	i	0%	4%	u
16	O=C(NCc1cccnc1)c1cc(C2CCCCN2C(=O)CCc2ccccc2)on1 (stereo not given)
  0%	x	9%	-14%	8%	i	x	-2%	19
17	O=c1cnnc(NCc2ccccc2)[nH]1
  24%	-9%	-4%	3%	0%	i	-1%[9.22 µM]	-3%	0
18	Cc1nc(C(=O)Nc2cc(F)cc(Cl)c2)sc1C1(C)CC(c2ccccc2)=NO1 (stereo not given)
  -21%	u	-3%	-12%	-11%	u	6%	-33%	u
19	Cc1ccsc1C(=O)OCc1cc(=O)n2ccsc2n1
  -2%	2%	2%	7%	17%	u	-6%	27%	29
20	Cc1onc(-c2ccc(Cl)cc2Cl)c1-c1csc(N/N=C/c2ccccc2)n1
  u	-2%	-17%	-22%	-17%	i	-7%	-34%	-10
21	O=C(CN1C(=O)COc2ccccc2C1=O)c1ccc2c(c1)OCCO2
  3%	-7%	8%	16%	12%	u	-6%	x	-3
22	Cc1c(Cl)cccc1NC(=S)Nc1ccccn1
  12%	1%	1%	22%	-2%	i	-1%	4%	29
23	O=C1OC(/C(=C\Nc2cc(Cl)ccc2O)[N+](=O)[O-])c2ccccc21 (stereo not given)
  4%	15µM*	u	-7%	u	i	u	-3%	-170*
24	CCN(Cc1ccccc1)S(=O)(=O)c1ccc(C(=O)N(CCCN(C)C)c2nc3cc4c(cc3s2)OCCO4)cc1
  -25%	u	u	-93%	-18%	u	u	u	-95*
25	CC(=O)Nc1ccc(C(=O)NCC2CCCCC2)cc1
  -3%	0%	0%	-18%	1%	i	-2%	0%	15
26	Cc1cccc(NC2=CC(=O)OC(C)C2)c1 (stereo not given)
  23%	-3%	6%	-4%	9%	i	1%[9.22 µM]	0%	9
27	CC(C)N1CCCC(C)(C(=O)Nc2nc3ccccc3n2C)C1 (stereo not given)
  0%	x	2%	-19%	15%	i	x	10%	14
28	O=C(Cn1nnc(-c2ccccc2Cl)n1)N/N=C/c1ccc2c(c1)OCO2
  9%	8%	24%	-29%	9%	i	-5%	19%	-18
29	CCOc1ccc(-n2nnnc2SCC(=O)NNC(=O)c2ccco2)cc1
  2%	-3%	20%	0%	14%	i	1%	-7%[11.3 µM]	19
30	CC1CCN(C(=O)CCCC(=O)O)CC1
  13%	-2%	16%	8%	16%	u	-4%	6%	-15
31	NS(=O)(=O)c1ccc(N=Cc2ccc(Br)s2)cc1
  0%	-10%	9%	-36%	1%	i	-6%	4%	17
32	CCN(CCCNC(=O)CCCN1C(=O)COc2ccc(C)cc21)c1cccc(C)c1
  2%	3%	-6%	6%	0%	i	-3%	-7%	-9
33	O=C1[C@H]2[C@H](C=CC[C@H]2C(=O)N2CCOCC2)CCN1Cc1ccccc1
  -12%&2%	31%	3%	-6%&-20%	2%	i	-30%[inhibitor][9.22 µM]	-1%	19
34	O=C(Nc1cc(Oc2ccccc2)cc([N+](=O)[O-])c1)C12CC3CC(C1)CC(n1cnc(Cl)n1)(C3)C2
  -24%	12%	-16%	2%	-16%	i	16%	3%	-5
35	O=C1CCCCCN1Cc1nnc(SCc2nc3ccccc3s2)n1-c1ccccn1
  3%	6%	18%	-12%	6%	i	-14%	66%[activator]	1
36	Cc1ccc(N(CC(N)=O)C2SC(=O)N(Cc3ccccc3)C2=O)cc1 (stereo not given)
  6%	21µM*	-5%	-9%	1%	u	u	-11%	-5
37	CCOc1ccc(CCNC(=O)C2CCN(S(=O)(=O)CC)CC2)cc1OCC
  -5%	-12%	0%[9.24 µM]	12%	-19%	i	3%	1%	24
38	Cc1ccc(S(=O)(=O)C(CNC(=O)C(=O)NCc2ccc(Cl)cc2)c2cccs2)cc1 (stereo not given)
  -2%	x	x	-14%	x	i	x	5%	x
39	O=C1ON=C(c2ccc([N+](=O)[O-])cc2)/C1=C/c1ccccc1O
  1%	u	-13%	-23%	-1%	i	u	-11%	-18
40	Cc1ccc(Cn2c(C(=O)NCCCN3CCOCC3)cc3sccc32)cc1
  0%	-1%	u	-31%	16µM*	i	-7%	-8%	22
41	CC[C@H]1C=C[C@@H](C(C(=O)OC)C(=O)OC)CN1C(C)=O
  4%	7%	9%	-5%	9%	i	-42%	1%	50
42	Cc1cc2cc(CN(Cc3ccco3)C(=O)C3CCCCC3)c(=O)[nH]c2cc1C
  -2%	1%	17%	-1%	11%	i	4%[9.22 µM]	-5%	0
43	CCCCCCC#Cc1ccc2c(c1)COc1c3ccccc3nn1-2
  19%	0%	14%	3%	12%	i	0%	18%	14
44	COc1ccc(C(=O)/C=C/c2ccc(OC3CSC3)cc2)cc1
  5%	15%	u	-17%	u	i	9%	-12%	-100*
45	CCOC(=O)N1CCC(NC(=O)C2CCCN(S(=O)(=O)c3cccc4nsnc34)C2)CC1 (stereo not given)
  -2%	3%	-8%	-2%	-5%	i	-2%	-9%	11
46	O=CC1=C(c2ccccc2)Oc2ccccc2O1
  u	u	16µM*	-94%	u	22µM*	u	u	-102*
47	CC(=O)NC(CCS(C)(=O)=O)C(=O)Nc1ccc(F)cc1Cl (stereo not given)
  4%	-10%	18%	3%	11%	i	-3%	4%	12
48	CCN(CC)c1ccc(/C=C/c2cccc[n+]2C)c(OC)c1
  0.65µM*	u	u	-16%	u	8.9µM*	18µM*	3.2µM*	-92*
49	CCOc1cccc2sc(N(CCN(CC)CC)C(=O)c3cccc([N+](=O)[O-])c3)nc12
  1%	2%	-13%	-3%	2%	i	4%	x	-6
50	COc1ccc(N2CCN(C3CCN(S(=O)(=O)c4ccc(F)cc4)CC3)CC2)cc1
  -11%	1%	8%	5%	19%	i	2%	4%	9
51	O=C(CN(Cc1ccccc1)C(=O)CNS(=O)(=O)c1ccccc1)NCC1CCCO1 (stereo not given)
  9%	-34%[inhibitor]	4%	-6%	16%	i	9%	3%	2
52	Cc1nn(-c2ccccc2)c(Cl)c1/C=N/NS(=O)(=O)c1ccc(Br)cc1
  15%	u	6%	-4%	2%	i	0%	-5%	u
53	O=C(COC(=O)CNC(=O)C1CCCCC1)NCc1ccccc1
  4%	-5%	1%	0%	8%	i	-6%	x	3
54	CCN(Cc1ccc2c(c1)OCCO2)C(=O)CSc1nc(C)nc2sc(C)c(C)c12
  6%	u	-4%	-23%	4%[9.24 µM]	u	-29%	u	u
55	CCOc1ccc(CCN2C(=S)N([C@@H](Cc3ccc(O)cc3)CN3CCC[C@@H]3CN3C(=S)NC[C@@H]3Cc3ccccc3)C[C@@H]2Cc2ccc(O)cc2)cc1
  u	x	u	-1%	u	u	x	0%	u
56	CCOC(=O)c1cccc(NC(=O)c2cc3sccc3n2Cc2ccc(Cl)cc2)c1
  0%	x	x	5%	x	i	x	10%	x
57	CCNc1nnc(SCC(=O)NC2CCCCCC2)s1
  -1%	-3%	-1%	2%	-3%	i	1%	-4%	-4

# 3 entries from above, sorted by molar mass, lowest first:
# Every second line gives: KB-3-1 cytotox	MCF10A rerep	HT1080 IDH1KD tx	HepG2 tox	HT1080-NT tox	ATXN viability	SW480 rerep	ATXN2 expr inh	IL1B secr inh
53	O=C(COC(=O)CNC(=O)C1CCCCC1)NCc1ccccc1
  4%	-5%	1%	0%	8%	i	-6%	x	3
50	COc1ccc(N2CCN(C3CCN(S(=O)(=O)c4ccc(F)cc4)CC3)CC2)cc1
  -11%	1%	8%	5%	19%	i	2%	4%	9
34	O=C(Nc1cc(Oc2ccccc2)cc([N+](=O)[O-])c1)C12CC3CC(C1)CC(n1cnc(Cl)n1)(C3)C2
  -24%	12%	-16%	2%	-16%	i	16%	3%	-5
